# MOR-DOR ag – agonists of OPRM1-OPRD1 heterodimerization, primary screen, cell-based, luminescence. 340,000 tested, 0.3% active. activation, % at 9.3 µM. cells; in the data active means activation above about 18%;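 further: 0% = vehicle-treated cells and 100% = reference agonist; values of inactives mirror those of a sister screen read the other way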
# DSG3 Ab inh – inhibitors of pemphigus antibody binding to DSG3, primary screen, biochemical, bead-based, flow cytometry, scFv-GFP; Desmoglein-3 (Homo sapiens), P32926; DSG3-coupled beads, scFv-anti-DSG3-GFP binding; stronger effect = lower value; binding (percent of control), % at 10 µM; 310,000 tested, 0.48% active; AID 588358, 2011;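 active means binding more than 3 SD below its plate's average and above zero; inconclusive means below that plate limit but binding exactly zero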;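 further: hits lower antibody fragment binding to DSG3; some compounds called inactive have numbers as strong as hits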
# Target sequence (P32926 whole entry, looked up, the tested form may be a part): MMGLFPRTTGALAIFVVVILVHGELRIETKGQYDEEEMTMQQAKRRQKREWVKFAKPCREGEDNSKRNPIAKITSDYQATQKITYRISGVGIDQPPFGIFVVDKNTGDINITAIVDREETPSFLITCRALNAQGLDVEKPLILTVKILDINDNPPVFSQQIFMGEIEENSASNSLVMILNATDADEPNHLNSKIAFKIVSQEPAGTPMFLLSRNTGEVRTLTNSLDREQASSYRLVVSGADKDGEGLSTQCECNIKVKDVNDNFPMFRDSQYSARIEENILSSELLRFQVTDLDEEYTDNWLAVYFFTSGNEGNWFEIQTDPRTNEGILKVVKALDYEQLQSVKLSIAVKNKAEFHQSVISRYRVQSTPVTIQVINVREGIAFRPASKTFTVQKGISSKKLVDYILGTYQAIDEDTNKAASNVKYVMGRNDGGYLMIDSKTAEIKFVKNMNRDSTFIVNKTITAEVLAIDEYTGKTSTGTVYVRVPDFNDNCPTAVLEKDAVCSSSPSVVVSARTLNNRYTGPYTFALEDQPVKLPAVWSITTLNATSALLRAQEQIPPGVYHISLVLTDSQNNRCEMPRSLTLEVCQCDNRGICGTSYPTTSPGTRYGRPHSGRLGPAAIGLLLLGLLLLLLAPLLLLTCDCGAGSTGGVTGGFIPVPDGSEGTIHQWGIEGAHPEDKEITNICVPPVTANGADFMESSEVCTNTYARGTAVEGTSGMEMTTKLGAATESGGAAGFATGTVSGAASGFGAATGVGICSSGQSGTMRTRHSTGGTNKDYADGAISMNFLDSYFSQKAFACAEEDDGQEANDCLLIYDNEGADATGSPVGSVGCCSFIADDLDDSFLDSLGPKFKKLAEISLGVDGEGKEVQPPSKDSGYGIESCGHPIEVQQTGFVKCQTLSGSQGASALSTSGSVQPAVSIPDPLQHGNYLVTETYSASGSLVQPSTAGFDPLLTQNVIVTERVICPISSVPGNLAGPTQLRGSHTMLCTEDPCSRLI
# PfHsp90 yeast 2 – growth inhibition of PfHsp90-expressing yeast, primary screen, antimalarial PfHsp90 inhibitor project, S. cerevisiae, BacTiter-Glo luminescence, single point, set 2 | 310,000 tested, 0.32% active | BacTiter-Glo ATP, 48 h; yeast lacking PDR1 and PDR3 efflux regulators | inhibition, % at 9.4 µM | AID 504621, 2011;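 active means every replicate shows inhibition above about 80%, whatever the replicate mean, limit read from the data; inconclusive means mean inhibition reaches the set limit but some replicate falls short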;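 further: 0% = DMSO neutral controls and 100% = 20 µM radicicol positive controls; yeast relying on Plasmodium falciparum Hsp90 in place of its own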
# Ecoli viability – E. coli V3065 growth inhibition, primary screen, counter-screen for AddAB inhibitor project, absorbance, OD600 | 18 h | inhibition, % at 11.9 µM | 330,000 tested, 0.27% active;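 active means inhibition above the campaign's mean inhibition across all tested compounds plus 3 SD, cut at about 9.9% in these data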;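 further: uninfected addAB+ strain grown without phage in ampicillin broth; 0% = DMSO wells and 100% = ciprofloxacin 0.95 µg/ml wells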
# PKA-R1A activ – activators of PKA-R1A holoenzyme, primary screen, biochemical, fluorescence polarization, Cy5-IP20, bovine R1A, mouse PKAc; PKA-R1A dissociation; scaled: DMSO 0%, 113 µM cGMP 100%; activation, % at 11.4 µM; AID 504707, 2011; 340,000 tested, 0.083% active;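 active means percent activation above the mean of all tested compounds plus 3 SD, cut at about 19% in these data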;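 further: higher means more PKAc released from R1A so a rise in polarization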
# Mot1-301 SUMO – yeast Mot1-301 growth rescue at high temperature, primary screen, SUMOylation pathway inhibitor project, S. cerevisiae, ATP luminescence, 38.5C. S. cerevisiae Mot1-301 growth rescue; percent above DMSO median, 100 means doubled. growth rescue, % at 18.8 µM. 320,000 tested, 1% active. AID 2716, 2010;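 active means every valid replicate shows activation above 250% relative to neutral control wells; inactive means the rest, any valid replicate at or below 250%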;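 further: OY570 slx delta 5 strain wells were the positive control but not used for scaling; some compounds called inactive have numbers as strong as hits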
# phage Ecoli inh – growth loss of phage-infected E. coli, primary screen, RecBCD inhibitor project, absorbance, with phage, HTS. inhibition, % at 11.9 µM. 360,000 tested, 0.26% active. AID 651602, 2012; in the data active means inhibition above about 11%
# MOR-DOR inv ag – inverse agonists of MOR-DOR heterodimerization, primary screen, cell-based, luminescence; Mu-type opioid receptor (Homo sapiens) + Delta-type opioid receptor (Homo sapiens), …; AID 504357, 2011; 340,000 tested, 0.21% active; inhibition, % at 9.3 µM; cell-based MOR-DOR heterodimer luminescence, inverse agonism; in the data active means inhibition above about 22%, passing the limit was not always enough;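 further: 0% = cells with DMSO and 100% = wells without cells with DMSO; values of inactives mirror those of a sister screen read the other way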
# AddAB inh – growth inhibition of E. coli expressing H. pylori AddAB, primary screen, AddAB inhibitor project, absorbance | inhibition, % at 11.9 µM | 330,000 tested, 0.29% active; in the data active means inhibition above about 12%;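 further: 0% = vehicle wells of infected cells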
# Arr AP2 block – inhibitors of beta-arrestin/AP2 binding, primary screen, biochemical, GPCR trafficking, flow cytometry; beta-arrestin 1 C-terminal peptide binding to AP2 beta2-adaptin appendage (human); FITC-arrestin peptide / GST-AP2 beads; AP2 beta2 appendage carries R879A mutation; inhibition, % at 10 µM; 340,000 tested, 0.31% active; AID 504490, 2011;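 active means inhibition above a set limit, near 3 SD of compounds lacking own fluorescence, cut at about 54% in these data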;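 further: plate controls were DMSO wells for no effect and 5 µM unlabelled arrestin peptide for full effect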
#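 System: GST-AP2 R879A glutathione beads. Medium: PBS with 0.05% Tween 20 and 0.1% BSA. Also added: FITC-arrestin peptide, 50 nM. Incubation: 12 min plus 1 h, RT. Measured by: high-throughput flow cytometry of beads, ex 488, em 535 nm. Evaluation: percent drop in bead-associated FITC signal.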
# Tat transport – E. coli Tat export inhibitors, primary screen, MC4100, TorA-mCherry reporter, fluorescence, single point | inhibition, % at 10 µM | 340,000 tested, 0.036% active;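 active means mean replicate inhibition at least 50% and at least half of replicates individually reaching 50%; inconclusive means only one of the two criteria met; inactive means neither criterion met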;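 further: exported cargo escapes ClpAP degradation while cytoplasmic cargo is degraded and loses fluorescence; 0% = median of neutral control wells and 100% = median of NaSCN control wells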
# Active calls of the source: *; ? = inconclusive; / = no result given.
SMILES,MOR-DOR ag,DSG3 Ab inh,PfHsp90 yeast 2,Ecoli viability,PKA-R1A activ,Mot1-301 SUMO,phage Ecoli inh,MOR-DOR inv ag,AddAB inh,Arr AP2 block,Tat transport
CCOc1cccc2c1OC1(C)CC2NC(=O)N1Cc1ccccc1 (stereo unspecified),-3.5,92,-14,/,3,/,3.0,19,/,29,7
COc1ccc(C(=O)OCC(=O)NC(=O)NC2CCCC2)cc1[N+](=O)[O-],-1.6,132,33,-2.3,-15,16,3.6,8,1.1,2,6
COc1ccccc1CNC(=O)CN(CCc1ccccc1)S(C)(=O)=O,-2.4,100,15,2.8,2,-13,4.1,11,2.1,-3,-1
CC(C)N(C(=O)COc1ccc(Br)cc1Cl)C(C)C,4.1,99,-35,-2.3,3,-9,5.6,-21,1.8,-1,20
CN1CCN(S(=O)(=O)c2ccc(N(C)Cc3c(F)cccc3Cl)nc2)CC1,-2.1,/,-13,-1.1,0,13,7.8,8,-1.7,-7,2
COc1ccc(-n2ncc3c2CC(C)(C)CC3NC(=O)CCc2c(C)nn(C)c2C)cc1 (stereo unspecified),-1.2,99,-11,-0.7,4,-1,2.0,6,-0.9,-12,-5
CCCCOC(=O)C1=C(C)Nc2ncnn2C1c1ccc(OC)c(OC)c1OC (stereo unspecified),-2.9,102,-3,-1.8,-6,-5,2.7,15,1.4,-4,0
CCOC(=O)CCSCC(=O)N1N=C(c2cccs2)CC1c1ccc(C)cc1 (stereo unspecified),3.0,131,-21,-1.1,2,-12,1.6,-16,2.4,38,4
CC(=O)c1ccc(N2C(=O)[C@@H]3[C@H](C2=O)[C@H]2c4ccccc4C=NN2[C@@H]3C(C)=O)cc1,-3.7,/,-5,2.8,0,-33,1.9,18,0.3,34,-5
CC(C)Oc1ccc(C(CC(=O)NCCCN(C)C)c2ccc(F)cc2)cc1 (stereo unspecified),-2.4,/,12,-1.4,5,15,2.6,12,2.1,3,-1
C#CCOCCOCCOCCNc1nc(N2CCN(C(=O)[C@H]([C@@H](C)CC)n3cc([C@@H](N)Cc4ccc(O)cc4)nn3)CC2)nc(N2CCN(C(=O)[C@H](CCCCN)n3cc([C@@H](N)C(C)CC)nn3)CC2)n1 (stereo partly specified),-3.1,108,4,-3.0,13,10,/,17,0.9,-2,21
COc1nc(Nc2ccccc2F)nc(OC)n1,-3.4,105,33,-1.8,-18,5,1.5,16,0.3,3,2
Cc1ccccc1-n1c(SCC(=O)Nc2ccc3c(c2)OCO3)nnc1-c1ccccn1,1.7,103,-4,-1.4,4,-5,2.0,-9,-1.8,0,3
CC1(C)CC(=O)C2=C(C1)N(c1ccccc1)C(N)=C(C#N)C2c1cccnc1 (stereo unspecified),-2.7,94,-9,-2.2,-12,-6,2.6,14,4.1,-3,-5
CCCOc1c(OC)cccc1C1CC(=O)Nc2cc(OC)c(OC)c(OC)c21 (stereo unspecified),-0.4,100,16,0.9,-17,-8,2.5,2,2.0,7,2

# Single entries from above.
# phage Ecoli inh with `CN1CCN(S(=O)(=O)c2ccc(N(C)Cc3c(F)cccc3Cl)nc2)CC1` reads 7.8
# AddAB inh with `CCCOc1c(OC)cccc1C1CC(=O)Nc2cc(OC)c(OC)c(OC)c21` (stereo unspecified) reads 2.0

# (further entries)
SMILES,MOR-DOR ag,DSG3 Ab inh,PfHsp90 yeast 2,Ecoli viability,PKA-R1A activ,Mot1-301 SUMO,phage Ecoli inh,MOR-DOR inv ag,AddAB inh,Arr AP2 block,Tat transport
O=C(CN1C(=O)NC2(CCCCC2)C1=O)NCc1cccs1,-1.4,88,-6,-0.4,-13,0,2.2,9,-0.5,3,?
O=C1CCCCCC1C1(O)C(=O)Nc2ccccc21 (stereo unspecified),-3.3,100,12,-0.6,-10,-16,-0.4,14,3.4,-1,-5
COc1ccccc1OCc1nnc(SCC(=O)NCc2ccco2)n1-c1ccccc1,-1.9,101,0,-1.9,-9,8,3.7,11,-1.4,20,1
Cc1cccn2c(=O)c3cc(C(=O)NCCc4ccccc4)c(=N)n(Cc4ccco4)c3nc12,-0.3,112,-34,-2.8,-7,131,4.6,2,1.9,6,16
CCc1ccccc1OCC(=O)Nc1cccc(S(=O)(=O)NCc2ccco2)c1,0.8,104,-2,-0.7,-12,13,1.2,-3,2.6,28,6
O=C(O)CCSC1CC(=O)N(c2ccccc2)C1=O (stereo unspecified),-2.0,102,15,-0.5,-4,8,3.7,10,0.8,8,-7
Cc1ccc(C2=NN3C(C2)c2ccccc2OC32C(=O)Nc3ccccc32)cc1 (stereo unspecified),8.5,150,-29,2.1,0,7,2.5,-43,2.9,0,9
CCCCC(=O)NC(N1CCCCC1)C(Cl)(Cl)Cl (stereo unspecified),-3.7,108,-8,1.1,-12,-1,-1.4,15,4.1,-2,5
Cc1nc(NC(=O)COC(=O)C2CC2C)c(Cl)cc1Cl (stereo unspecified),0.9,/,3,1.4,-3,13,2.1,-4,0.8,-7,-8
COc1ccccc1-c1nc2n(n1)C(c1ccccc1Cl)C(C(N)=O)=C(C)N2 (stereo unspecified),-2.0,112,18,0.2,2,12,-1.2,10,3.2,-4,-6
O=C(Nc1nc(-c2ccc(-c3ccccc3)cc2)cs1)c1cc([N+](=O)[O-])ccc1N1CCOCC1,-2.7,87,-4,-0.2,2,-3,0.3,14,1.0,14,3
COc1cccc(C(=O)COC(=O)C2CC(=O)N(c3ccc(Oc4ccccc4OC)cc3)C2)c1 (stereo unspecified),-2.6,110,-27,-2.5,1,10,0.2,11,-0.9,33,-4
Cc1ccccc1Nc1c(-c2ccncc2)nc2ccc(Cl)cn12,3.9,99,19,2.4,-14,-5,3.4,-20,2.2,9,6
Cc1ccc(C(=O)NCC(=O)Nc2ccc3c(c2)OCCO3)cc1,1.7,113,10,-0.6,-2,580*,-0.1,-11,1.7,-8,-9
C#CCn1c(S(=O)(=O)Cc2ccc(F)cc2)nc(-c2ccccc2)c1-c1ccccc1,-0.8,98,-11,0.1,-2,17,6.1,4,-0.1,31,-3
COCCNC(=O)[C@@H]1CCCN1C(=O)C1CCN(S(=O)(=O)c2ccc(C)cc2)CC1,-2.2,/,6,1.4,-4,5,4.0,11,3.1,-6,-2
CSc1ccccc1NC(=O)c1cc(S(=O)(=O)N(C)C)ccc1N1CCCC1,-2.6,/,-5,0.6,1,-10,1.6,14,-0.4,5,-1
O=C1c2ccccc2C(=O)N1Cc1nc(-c2ccncc2)no1,-0.2,107,5,1.8,-11,35,-0.5,1,2.0,26,-9
Cc1csc(NC(=O)c2ccc3c(=O)n4c(nc3c2)CCCCC4)n1,-0.5,103,23,-0.8,3,-2,4.4,4,-1.1,-2,4
CC(C)CCNC(=O)NC(=O)COC(=O)/C=C/c1cnc2ccccc2n1,1.4,/,11,-0.2,-11,6,3.7,-6,5.0,2,5
COc1cc(C#Cc2ccc3cc(CCO)oc(=O)c3c2)cc(OC)c1,8.2,110,-14,-2.1,0,0,1.0,-47,-1.1,1,-3
CCOC(=O)CCNC(=O)CCc1nnc(CCCc2ccccc2)o1,-3.9,99,15,-2.3,-4,-3,0.6,18,-0.9,10,4
COc1ccc(-c2nnc(SC(=O)N3c4ccccc4Sc4ccccc43)o2)cc1,9.6,99,-13,0.7,0,235,0.2,-55,-0.3,8,-3
CCCCCCN1C=CC(=C2C(=O)c3ccccc3C2=O)C=C1,-2.5,107,31,2.5,-8,-9,7.0,13,6.7,-15,-2
CCc1nnc(NC(=O)c2cccc(S(=O)(=O)N(C)c3ccc(OC)cc3)c2)s1,-1.1,108,-1,1.4,-3,2,0.7,6,2.3,20,-4
C=CCC1(CC=C)CCCN1C(=O)CC1C(=O)NCCN1Cc1ccccc1OC (stereo unspecified),0.9,102,23,0.9,-1,3,5.5,-5,5.3,25,-5
O=C(NNc1cccc(Cl)n1)c1c(F)cccc1F,0.3,113,/,-0.3,5,-11,1.1,-1,-0.8,26,-2
COC(=O)[C@@]12CCCCN1[C@H](c1ccc(-c3cc(C(C)=O)cs3)c(OC)c1)[C@H]1C(=O)N(C)C(=O)[C@H]12,-1.5,95,7,-0.5,-4,3,0.0,8,2.2,23,-1
CCCCCCCC(=O)N/N=C(/C)c1c(O)cc(C)oc1=O,6.4,97,-10,0.8,-13,12,1.8,-36,0.4,-1,15
COc1ccc(C(C)=O)cc1COC(=O)c1ccc(C)c(S(=O)(=O)N2CCOCC2)c1,-0.7,101,11,0.0,-8,-2,0.5,3,-1.3,1,-1

# Shown as a hit in Mot1-301 SUMO, among the entries above:
structure,MOR-DOR ag,DSG3 Ab inh,PKA-R1A activ,Mot1-301 SUMO,phage Ecoli inh,MOR-DOR inv ag,Arr AP2 block,Tat transport
Cc1ccc(C(=O)NCC(=O)Nc2ccc3c(c2)OCCO3)cc1,1.7,113,-2,580*,-0.1,-11,-8,-9

# The list goes on:
SMILES,MOR-DOR ag,DSG3 Ab inh,PfHsp90 yeast 2,Ecoli viability,PKA-R1A activ,Mot1-301 SUMO,phage Ecoli inh,MOR-DOR inv ag,AddAB inh,Arr AP2 block,Tat transport
COc1ccccc1N1CCN(C(=O)c2ccc3ncsc3c2)CC1,-4.1,106,17,/,6,/,0.0,22,/,3,-2
COc1ccccc1CNC(=O)Cn1c(=O)oc2cc(Cl)ccc21,-2.0,98,-5,3.0,-5,36,1.6,11,4.3,35,0
C=CCn1c(SCC(=O)Nc2cccc3ccccc23)nc(O)c(CC)c1=O,-0.7,121,-5,-3.0,-11,7,0.8,4,-2.6,2,10
CCOc1ccc(CC(=O)Nc2cc(=O)n(C)c(=O)n2C)cc1,0.4,/,16,1.6,3,5,1.8,-2,0.8,0,5
COc1ccc(CNC(=O)CN2C(=O)NC3(CCCCCCC3)C2=O)cc1,0.7,116,5,-0.2,-7,-7,4.4,-4,0.2,32,5
c1ccc(N2CCN(c3nc(-c4cccs4)nc4ccccc34)CC2)cc1,0.7,91,-17,-0.3,-3,825*,2.8,-3,0.8,14,7
CCOC(=O)CSc1cc(C)nc2ccc(OC)cc12,-1.1,100,-34,-1.2,2,476*,1.8,6,2.1,5,-5
O=C(NCCC1=CCCCC1)c1coc(=O)c(Br)c1,2.4,/,-33,1.3,-9,131,2.9,-15,2.9,-5,0
OC(CC1CC12c1ccccc1-c1ncccc12)(c1ccccc1)c1ccccc1 (stereo unspecified),1.9,95,8,0.6,8,-8,2.5,-11,2.7,2,3
